Bioassay records from PubChem BioAssay.
ARFGAP1 inh: rat ARFGAP1 inhibition; Q62848; Arfgap1-stimulated ARF1 GTP hydrolysis, GDP FP detection; inhibition, % at 16.5 µM; 360,000 compounds, 0.26% hits;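 active means inhibition above a per-plate limit, mean inhibition of low control wells plus 3 SD, cut at about 25% in these data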;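 further: 0% = DMSO wells with enzyme and 100% = wells lacking Arfgap1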
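material = rat Arfgap1 catalytic domain, aa 1-136 | also added = human ARF1(Δ1-17)-GTP substrate | compound dosing = one concentration, 16.5 µM, DMSO 1.26% | times = GTP hydrolysis reaction 2 h at 25 °C | measured by = FP, GDP Alexa 633 tracer displaced from anti-GDP antibody, 620/688 nm | evaluation = percent inhibition of Arfgap1-stimulated GTP hydrolysis | replication = single well per compound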
ADAM10 inh: inhibits human ADAM10; recombinant ADAM10, EDANS/DABCYL FRET peptide cleavage, 3 h; AID 720582; 370,000 compounds, 0.62% hits; O14672; inhibition, % at 7 µM;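 active means inhibition above a per-campaign cutoff equal to the mean of compounds falling between control-based bounds plus 3 SD, cut at about 20% in these data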;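 further: 0% = DMSO wells while the 100% control is not disclosed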
DDE Tn7 FP inh: disrupts Tn7 cyclic peptide binding to fibrin D-Dimer-E complex. P02675. FP displacement of FITC-Tn7 peptide from fibrin DD(E); 0% = median of compound wells per plate. inhibition, % at 8.3 µM. 370,000 compounds, 0.13% hits. AID 720508;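 active means inhibition above the mean of compounds falling within the control limits plus 3 SD of them, cut at about 14% in these data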;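 further: 0% = plate median of compound wells and 100% = 10 µM Aha-Tn7 peptide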
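Also added: labelled Tn7 tracer, 0.1 µM; Assay system: human fibrin DD(E) protein; Amount: 2 µM fibrin DD(E); Schedule: 10 min compound pre-incubation, 3 h probe incubation at room temperature; Repeats: one replicate per compound; Read-out basis: percent inhibition; Measured by: fluorescence polarization of the labelled Tn7 tracer.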
proKLK7 act: activators of human kallikrein-7 zymogen. activation, % at 7 µM. P49862. purified proKLK7, EDANS-DABCYL substrate fluorescence; 100% is mature enzyme control, 0% vehicle. 370,000 compounds, 0.9% hits. AID 652039;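 active means activation above the mean of all tested compounds plus 3 SD, computed per campaign excluding outliers beyond control limits, cut at about 13% in these data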
TDP2 absorb: TDP2 (human) inhibition, absorbance primary screen. O95551. recombinant TDP2, T5PNP hydrolysis, p-nitrophenol absorbance 415 nm. inhibition, % at 12.8 µM. 370,000 compounds, 0.34% hits. AID 720702;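 active means inhibition above the mean of all tested compounds plus 3 SD, set per campaign, cut at about 25% in these data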;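 further: 0% = DMSO with enzyme and 100% = buffer with substrate but no TDP2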
Target sequence (O95551 whole entry, looked up): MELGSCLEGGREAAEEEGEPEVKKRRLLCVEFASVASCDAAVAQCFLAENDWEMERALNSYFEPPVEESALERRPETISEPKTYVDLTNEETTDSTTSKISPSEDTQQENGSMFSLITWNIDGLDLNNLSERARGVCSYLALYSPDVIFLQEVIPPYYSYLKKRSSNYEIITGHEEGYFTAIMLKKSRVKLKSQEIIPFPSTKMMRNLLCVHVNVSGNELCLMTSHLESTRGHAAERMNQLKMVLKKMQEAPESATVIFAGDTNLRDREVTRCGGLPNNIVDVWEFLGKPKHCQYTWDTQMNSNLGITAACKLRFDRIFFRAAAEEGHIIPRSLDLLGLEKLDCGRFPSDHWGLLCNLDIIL
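Material: recombinant human TDP2; quantity: TDP2 enzyme at 120 nM final; medium: Tris-HCl pH 7.5 with MgCl2; compound: single concentration, 12.8 µM nominal, with 1% DMSO; incubation: 2 h enzyme incubation at 37 °C; signal: epi absorbance; measure: percent inhibition; benchmarks: high control without enzyme, low control DMSO plus TDP2; repeats: singlicate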
PLC-gamma1 inh: inhibitors of human phospholipase C gamma1; purified PLC-gamma1, fluorogenic substrate, fluorescence; P19174; inhibition, % at 12.2 µM; 370,000 compounds, 0.84% hits; AID 720700; in the data active means inhibition above about 9.5%
ASAP1 GAP inh: ASAP1 ArfGAP inhibition | Q9ULH1 | 360,000 compounds, 0.19% hits | ASAP1-stimulated ARF1 GTP hydrolysis, GDP FP detection | inhibition, % at 16.5 µM | AID 624377; in the data active means inhibition above about 25%;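 further: 0% = vehicle with enzyme and substrate and 100% = no enzyme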
ADAM17 inh: inhibits human ADAM17. P78536. recombinant ADAM17, EDANS/DABCYL FRET peptide cleavage. inhibition, % at 6.95 µM. 370,000 compounds, 0.83% hits. AID 720648;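 active means inhibition above the mean of compounds lying between control limits plus 3 SD, set per campaign, cut at about 8.5% in these data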;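 further: 0% = DMSO-only wells as the low control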
Target sequence (P78536 215-824 limits assumed): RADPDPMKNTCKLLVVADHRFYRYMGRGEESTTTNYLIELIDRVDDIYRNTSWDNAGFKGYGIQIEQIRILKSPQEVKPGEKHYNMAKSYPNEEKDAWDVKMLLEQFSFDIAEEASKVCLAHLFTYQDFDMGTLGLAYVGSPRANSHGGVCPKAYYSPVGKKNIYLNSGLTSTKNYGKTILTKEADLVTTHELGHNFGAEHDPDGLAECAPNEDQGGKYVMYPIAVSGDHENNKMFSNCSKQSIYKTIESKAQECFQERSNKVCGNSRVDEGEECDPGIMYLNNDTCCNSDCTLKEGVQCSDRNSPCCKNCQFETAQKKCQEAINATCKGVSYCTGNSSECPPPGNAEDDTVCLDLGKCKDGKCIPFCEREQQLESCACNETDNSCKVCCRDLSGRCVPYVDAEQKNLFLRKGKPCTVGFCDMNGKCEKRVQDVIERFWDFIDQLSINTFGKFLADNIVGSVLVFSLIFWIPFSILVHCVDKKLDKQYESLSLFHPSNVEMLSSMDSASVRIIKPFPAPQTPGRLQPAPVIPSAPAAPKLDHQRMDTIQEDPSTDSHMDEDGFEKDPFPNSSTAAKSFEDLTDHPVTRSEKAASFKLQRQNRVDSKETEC
LEDGF integ inh: blocks HIV-1 LEDGF/p75-dependent DNA integration; TR-FRET IN-LEDGF/p75 DNA integration, Eu/Cy5; inhibition, % at 3.7 µM; 370,000 compounds, 0.64% hits;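 active means inhibition above the screen-wide mean plus 3 SD, cut at about 13% in these data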;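 further: signal is the Cy5 over europium emission ratio at 671 and 618 nm; 0% = plate median of compound wells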
Tn6 DDE FP: inhibitors of Tn6 peptide binding to human fibrin DD(E); Fibrin DD(E) TRITC-Tn6 fluorescence polarization displacement; AID 720509; P02675; inhibition, % at 8.3 µM; 370,000 compounds, 0.21% hits;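 active means inhibition above a per-campaign cutoff: mean of compounds within control limits plus 3 SD, cut at about 15% in these data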;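 further: 0% = median of all compound wells on the plate and 100% = blocking peptide control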
The depositor's hits bear a star; i = inactive.

canonical_smiles,ARFGAP1 inh,ADAM10 inh,DDE Tn7 FP inh,proKLK7 act,TDP2 absorb,PLC-gamma1 inh,ASAP1 GAP inh,ADAM17 inh,LEDGF integ inh,Tn6 DDE FP
Cc1cccc(S(=O)C(c2ccccc2)c2ccccc2)c1 (stereo not drawn),5,-8,3,1.2,-4,0,-16,2,2,1
Cc1cccc(NC(=O)c2ccc([N+](=O)[O-])o2)c1C,7,11,-4,0.3,-10,6,-1,-2,1,6
CCC(C)N1C(=O)N(C)C2NC(=O)NC21 (stereo not drawn),-6,1,0,-0.4,9,3,9,-2,-1,0
CCCOc1ccc(Cn2ccnc2)cc1[N+](=O)[O-],-6,-7,-6,0.4,-2,0,21,-4,-1,1
Cc1c(N/C=C(\Cl)C(=O)C(F)(F)F)c(=O)n(-c2ccccc2)n1C,1,0,-2,-0.3,-1,1,-10,1,2,0
CC(=O)C(Sc1ncnc2sc3c(c12)CCCC3)C(C)=O,-1,0,3,0.0,0,-5,6,-1,-1,-3
Cc1ccc2c(c1)N(S(=O)(=O)c1cc(-c3onc(C)c3C)ccc1C)CCO2,-15,6,3,0.2,-3,1,1,2,0,5
Cc1ccccc1OCC(=O)OCC(=O)NCC1CCCCC1,-1,1,-2,-0.5,-1,-3,-3,-2,0,-7
CCOc1ccc(N(CC(=O)Nc2ccc(C)cc2)S(=O)(=O)c2c(C)[nH]c(=O)[nH]c2=O)cc1,-11,-3,3,0.3,-7,0,-8,-1,-2,0
CC1CCN(S(=O)(=O)N2CCC(C(=O)NCc3ccc4c(c3)OCO4)CC2)CC1,7,-3,0,-0.4,1,0,-3,-3,0,-10
CN(C)S(=O)(=O)c1ccc(C(=O)NC2CCCc3ccccc32)cc1 (stereo not drawn),-3,7,-10,1.1,3,2,9,1,7,-7
CCOc1ccc(CCNC(=O)C2CCCN(c3nn4c(=O)cc(C)nc4s3)C2)cc1OCC (stereo not drawn),7,-2,-8,0.5,-4,1,1,-3,0,-5
Cc1cc(F)ccc1S(=O)(=O)N1CCCOC1CNC(=O)C(=O)NCc1cccnc1 (stereo not drawn),4,7,0,0.0,-7,-4,1,-1,0,4
O=C(Oc1ccc(-c2nnco2)cc1)N1CCOCC1,-5,5,3,0.4,-5,-2,17,-2,-2,4
Cc1ccc(-n2nnnc2SCC(=O)c2cc(C)n(-c3cc(C)on3)c2C)c(C)c1,8,24*,-13,-0.4,-25,-2,22,15*,3,-5
CC(=O)c1cccc(NC(=O)NNC(=O)c2ccc3ccccc3c2)c1,-4,2,-9,0.2,-7,1,2,-5,2,-1
Cc1cc(=O)n(CCO)c(O)c1C#N,1,-46,4,4.6,1,-24,-12,-14,6,9
CC(c1ccccc1)C(NC(=O)OCC1c2ccccc2-c2ccccc21)C(=O)O (stereo not drawn),-16,17,7,-0.3,-6,1,-7,0,3,8
CN(CC(=O)Nc1ccccc1C(F)(F)F)C(=O)CSc1nnc(N)s1,3,-7,-4,-0.2,-11,1,5,-2,0,1
CC(Oc1ccc2ccc(=O)oc2c1)C(=O)c1ccccc1 (stereo not drawn),2,-29,2,0.9,-6,-4,3,-9,0,4
COC(=O)C1CCN(S(=O)(=O)c2c[nH]c(=O)[nH]c2=O)CC1,0,-9,0,0.1,7,-3,14,-5,-6,-2
CCN(CC)CCCNC(=O)C1c2ccccc2C(=O)N(C)C1c1ccc(OC)cc1 (stereo not drawn),3,-7,-6,0.4,-3,4,-8,4,-2,-8
Cc1ccc(/C(O)=C2\C(=O)C(=O)N(C)C2c2ccccc2[N+](=O)[O-])cc1 (stereo not drawn),9,-17,-5,-2.5,6,-72,3,-7,-1,-1
COc1ccc2c(-c3ccccc3)cc(SCC(=O)N(C)C)nc2c1,-1,-77,5,-1.5,-6,-9,3,-30,-5,-7
COc1c2ccccc2nn1C(C)C,1,-1,-1,-0.8,11,0,-6,-3,1,-4
CSc1ccccc1NC(=O)CN1CCCCC1,-1,0,0,-0.5,-1,2,-14,3,0,6
O=C(Cc1c(F)cccc1Cl)Nc1ccccc1N1CCCCC1,-1,-4,4,0.5,1,0,-3,-1,-3,-3
CCOC(=O)c1c(S(=O)(=O)Nc2ccc(F)cc2C)c(C)n(C)c1C,1,-5,3,-0.1,9,2,-2,-2,1,-2
COc1ccccc1N1CCN(C(=O)C(C)NC(=O)c2ccco2)CC1 (stereo not drawn),4,-6,-6,-1.1,-2,0,-5,-5,1,3
Cc1ccc(NC(=O)COC(=O)CCc2c(C)nc3ncnn3c2C)cc1C,-5,2,-6,-0.1,-9,3,-1,0,2,-7
COc1ccc(NC(=O)CSCC(=O)Nc2sccc2C#N)cc1,4,-11,6,0.1,10,-8,-3,-5,-2,16*
Cc1ccc(OCC(=O)N2CCN(C(=O)c3cccs3)CC2)cc1,2,3,7,-0.3,8,4,-6,-4,1,4
CCOc1ccccc1CN1CCN(Cc2ccon2)CC1CCO (stereo not drawn),-6,1,0,0.5,19,-6,-2,-3,0,7
O=C(O)c1ccc(O)c(N2C(=O)Nc3ccccc3N2O)c1,-2,5,-4,0.4,3,1,3,2,7,-1
CN(C)S(=O)(=O)N1CCC(Oc2ccc(C(=O)N3C[C@H]4CC[C@H]3C4)cc2)CC1,1,-14,-3,0.4,-6,1,-6,-2,-4,0
CCN(CC)S(=O)(=O)c1ccc(Cl)c(NC(=O)COC(=O)c2ccc([N+](=O)[O-])o2)c1,2,18,6,-0.3,8,8,4,0,6,-7
Cc1ccc(C(=O)N2CCC(N3CCC(C(=O)N4CCOCC4)CC3)CC2)cc1,0,-5,6,-0.1,-10,5,-1,-2,3,-3
Cc1cccc(N2C(=O)CS/C2=N\NC(=O)c2ccc(Br)cc2)c1C,4,-9,-1,-0.1,0,0,2,-5,16*,4
CCOC(=O)C1CCN(CCC(=O)Nc2ccc(Br)c(C)c2)CC1,6,1,-8,0.0,-10,3,3,-2,-2,1
O=C(CN1CCCCC1)Nc1ccc(C(F)(F)F)cc1Cl,-3,-4,4,-0.4,4,2,-24,-3,-3,-4
CCOC(=O)C1=C(c2ccccc2)NC(=S)NC1c1cccc([N+](=O)[O-])c1 (stereo not drawn),-6,-6,-8,0.1,5,0,-3,3,-1,-2
CCCC(NC(=O)CCc1c(C)c2cc3c4c(oc3c(C)c2oc1=O)CCCC4)C(=O)O (stereo not drawn),-11,-305,-8,8.4,-13,-353,-5,-121,5,-5
CCOc1ccccc1NC1=C(Cl)C(=O)N(c2ccc(OC)cc2)C1=O,8,13,-2,0.6,3,3,7,3,2,-4
CN(CC(=O)NCCc1ccccc1)CC(=O)Nc1cccc(F)c1,5,-8,0,0.2,-8,1,-1,1,0,10
COC(=O)c1ccc(C2C(C(=O)c3ccc(C)o3)=C(O)C(=O)N2c2cc(C)on2)cc1 (stereo not drawn),11,-5,-1,0.2,-11,-14,8,-4,0,-4
COc1ccc(C(=O)COC(=O)/C=C/c2ccccc2)cc1,-4,-7,11,-0.1,-3,1,5,-4,0,1
COc1ccc(S(=O)(=O)Nc2ccccc2C(=O)NCc2cccnc2)cc1C,-1,-99,-9,-3.9,-14,-18,6,-40,1,-3
Cc1ccc(C(=O)Nc2ccccc2C(=O)N2CCOCC2)cc1[N+](=O)[O-],-7,-4,12,0.5,6,-2,-2,-1,1,6
O=C(c1c(F)cccc1F)N1CCN(CCOc2ccccc2)CC1,-3,-3,3,0.4,6,-1,11,-8,-1,-2
COc1ccc(/C(N)=N/OC(=O)c2cccs2)cc1OC,-3,3,-1,-0.1,4,3,16,2,3,4
CCCOC(=O)C1NC(=O)N2C(C(=O)OCCC)C(C)(C)S[C@H]12 (stereo partly drawn),-1,3,1,-0.4,2,1,11,-4,-1,-11
CC1CCN(C(=S)NCCc2ccccc2)CC1,-2,4,-4,0.9,-3,9,1,-4,4,-2
CN1C(=O)C2(CCCCC2)C1c1ccccc1 (stereo not drawn),3,-10,-4,0.5,5,1,1,1,-1,-7
CCOC(=O)c1cc2c(n(-c3ccc(Cl)cc3)c1=O)CCCC2=O,-2,-60,1,0.4,5,-2,9,-19,3,-4
Oc1ccc(C2C=C(c3ccc(F)cc3)Nc3ncnn32)cc1 (stereo not drawn),13,-156,-2,27*,-18,i,0,-59,-5,-11
N#CC(/C(=N/S(=O)(=O)c1cccs1)c1ccccc1)c1nc2ccccc2[nH]1 (stereo not drawn),0,3,-4,0.3,2,-28,-4,-2,-2,3
COc1ccc(C(C)=O)cc1COC(=O)c1ccc2ccccc2n1,2,-4,3,-0.3,-5,0,2,-4,-1,-10
Cc1nc(-c2ccc(S(=O)(=O)N3CCOCC3)cc2)cs1,-6,-7,1,-0.2,-10,0,-1,1,-3,4
COc1cccc(/C=C/C(=O)OCC(=O)NC2CCCCCC2)c1,4,-73,-4,2.0,-4,-36,9,-14,2,0
Cc1nnc(SCC(=O)Nc2nnc(SCc3cccc(Br)c3)s2)s1,-4,0,4,-0.1,7,-3,-1,-3,1,8

(further entries)
canonical_smiles,ARFGAP1 inh,ADAM10 inh,DDE Tn7 FP inh,proKLK7 act,TDP2 absorb,PLC-gamma1 inh,ASAP1 GAP inh,ADAM17 inh,LEDGF integ inh,Tn6 DDE FP
O=C(CNc1cccc([N+](=O)[O-])c1)NCCCc1ccccc1,-1,3,4,0.6,7,0,6,2,1,2
CCC(C)(C)NC(=O)CN(C(=O)CCC(=O)Nc1ccccn1)c1ccc(F)c(Cl)c1,2,6,-1,-0.1,-10,2,-7,-1,-2,2
CCOc1cc(CNC(=O)CN2C(=O)c3ccccc3S2(=O)=O)ccc1OC,-11,-5,2,-0.2,7,2,4,-5,0,1
C[C@H](CCC(=O)OCc1cn(CC(=O)c2ccc(O)cc2)nn1)C1CC[C@H]2[C@@H]3CC[C@@H]4C[C@H](O)CC[C@]4(C)[C@H]3C[C@H](O)[C@]12C (stereo partly drawn),24,30*,-3,0.7,-14,2,29*,7,-1,2
CCS(=O)(=O)c1ccc2oc(Nc3ccc(C(C)(C)C)cc3)nc2c1,8,24*,-4,-0.2,-11,3,12,6,5,-2
